MPTP inh: blocks calcium-induced mitochondrial swelling; inhibition, % at 10 µM; isolated mouse mitochondria, Ca2+ swelling absorbance, 30 min; hit rate 1.4% among 360,000;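 active means inhibition of 50% or more, scaled per plate between neutral and stimulator controls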;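 further: 0% = DMSO wells given calcium and 100% = 1 mM EGTA wells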
ATG4B inh: blocks human ATG4B protease cleavage of LC3 substrate; Q9Y4P1; ATG4B cleavage of LC3-PLA2, NBD-HPC fluorescence, 1 h; inhibition, % at 8.33 µM; hit rate 0.51% among 340,000; in the data active means inhibition above about 40%
Target sequence (Q9Y4P1 whole entry, looked up): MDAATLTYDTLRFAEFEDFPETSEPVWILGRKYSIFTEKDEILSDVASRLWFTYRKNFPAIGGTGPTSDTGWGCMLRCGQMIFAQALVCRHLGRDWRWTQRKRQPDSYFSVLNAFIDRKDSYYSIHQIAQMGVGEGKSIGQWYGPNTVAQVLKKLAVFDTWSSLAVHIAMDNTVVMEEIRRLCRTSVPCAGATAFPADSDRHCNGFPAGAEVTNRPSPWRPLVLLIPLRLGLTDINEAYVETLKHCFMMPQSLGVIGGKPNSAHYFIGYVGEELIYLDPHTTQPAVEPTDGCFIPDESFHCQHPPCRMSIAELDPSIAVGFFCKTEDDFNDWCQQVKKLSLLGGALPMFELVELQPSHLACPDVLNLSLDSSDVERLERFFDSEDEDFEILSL
MIN6 prolif: induces beta-cell replication in MIN6 cells | MIN6 cells proliferation, ATPlite luminescence, 48 h; cells starved in 0.2% serum; 100% = growth in 10% serum | proliferation, % at 10 µM | hit rate 0.29% among 330,000;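 active means compounds whose signal lies at least 3.5 SD above the mean of all wells on their plate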;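 further: 0% = DMSO-treated cells in low-serum medium and 100% = 10% serum control; some compounds called inactive have numbers as strong as hits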
mIAP inh: blocks mouse intestinal alkaline phosphatase; hit rate 0.2% among 330,000; AID 2806; inhibition, % at 10 µM; purified mouse IAP, CDP-Star luminescence, 30 min;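 active means inhibition of at least 40% at 10 µM in the primary screen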;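 further: plate controls were DMSO with enzyme for no effect and no enzyme wells for full effect; values of inactives mirror those of a sister screen read the other way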
mIAP act: increases mouse intestinal alkaline phosphatase activity; hit rate 0.24% among 330,000; AID 2805; activation factor at 10 µM; muIAP, CDP-Star luminescence, 30 min; hits give high values; 1 = vehicle-only enzyme signal, 0 = enzyme-free wells;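 active means activation factor of at least 2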; further: the source names both 10 and 20 µM as test concentration; values of inactives mirror those of a sister screen read the other way
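Assay system: mouse IAP enzyme; reagent: chemiluminescent substrate CDP-Star; dosing: test compounds delivered from DMSO solution; schedule: 30 min at room temperature; measured by: luminescence from enzymatic CDP-Star hydrolysis; controls: DMSO-only wells and no-enzyme negative control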
APOBEC3A inh: human APOBEC3A DNA deaminase inhibition; hit rate 0.41% among 330,000; inhibition, % at 20 µM; recombinant A3A, FAM/TAMRA ssDNA deamination fluorescence; AID 493011;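 active means at least 40% inhibition at 20 µM here, with at most 30% in a related deaminase screen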;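 further: plate controls were A3A with DMSO for no effect and wells lacking A3A enzyme for full effect; some results filed as inactive read as strong as hits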
Target sequence (P31941 whole entry, looked up): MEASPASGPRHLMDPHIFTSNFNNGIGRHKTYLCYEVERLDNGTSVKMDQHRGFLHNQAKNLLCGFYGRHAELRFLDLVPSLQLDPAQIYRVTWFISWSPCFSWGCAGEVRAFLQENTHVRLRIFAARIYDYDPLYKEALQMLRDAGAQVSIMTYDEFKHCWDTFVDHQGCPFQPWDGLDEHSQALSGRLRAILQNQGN
hIAP block: human IAP inhibition; P09923; purified IAP, CDP-Star luminescence, 30 min; inhibition, % at 10 µM; hit rate 0.12% among 330,000; AID 2544;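 active means inhibition reaching a set limit with compound at 10 µM in the primary screen, cut at about 35% in these data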;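 further: plate controls were DMSO wells with enzyme for no effect and no-enzyme buffer wells for full effect; values of inactives mirror those of a sister screen read the other way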
APOBEC3G inh: blocks human APOBEC3G single-stranded DNA deamination; Q9HC16; hit rate 0.28% among 330,000; AID 493012; inhibition, % at 20 µM; recombinant A3G, ssDNA deamination FAM/TAMRA fluorescence;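 active means inhibition of at least 40% at 20 µM, with no more than 30% in the related APOBEC3A deaminase screen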;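 further: plate controls were DMSO wells with A3G for no effect and wells lacking A3G enzyme for full effect; some compounds called inactive have numbers as strong as hits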
Target sequence (Q9HC16 whole entry, looked up): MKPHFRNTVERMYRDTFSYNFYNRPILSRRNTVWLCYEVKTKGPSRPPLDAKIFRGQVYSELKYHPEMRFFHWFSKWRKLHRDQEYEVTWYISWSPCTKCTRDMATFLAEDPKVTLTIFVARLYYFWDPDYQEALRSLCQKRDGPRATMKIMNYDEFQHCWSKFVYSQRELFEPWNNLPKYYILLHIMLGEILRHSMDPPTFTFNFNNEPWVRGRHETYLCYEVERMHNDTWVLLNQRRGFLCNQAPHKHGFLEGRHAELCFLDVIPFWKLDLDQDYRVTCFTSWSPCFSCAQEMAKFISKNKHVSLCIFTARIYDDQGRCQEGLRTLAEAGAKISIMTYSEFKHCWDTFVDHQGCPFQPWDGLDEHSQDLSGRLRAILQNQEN
hIAP act: human IAP activation; activation factor at 10 µM; purified human IAP, CDP-Star luminescence, 30 min; hits give high values; 1 = vehicle-only enzyme, 0 = enzyme-free background; P09923; AID 2524; hit rate 0.16% among 330,000;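 active means activation factor of the enzyme at least 2-fold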; further: the source names both 10 and 20 µM as test concentration; values of inactives mirror those of a sister screen read the other way
* marks the source's active call; other numbers are inactive results; · = not tested or not shown.

SMILES	MPTP inh	ATG4B inh	MIN6 prolif	mIAP inh	mIAP act	APOBEC3A inh	hIAP block	APOBEC3G inh	hIAP act
O=C(O)C1CC(=O)N(c2ccc(Br)cc2)C1 (stereo not given)	-0.6	-9.2	-2.4	-1.4	1.01	0.3	13.4	1.0	0.866
COCCCn1c(SCc2nnc(-c3ccccc3)o2)nc2sc3c(c2c1=O)CCC3	4.1	-0.3	-3.2	9.2	0.908	-3.2	9.2	-2.5	0.908
CCN(CC)c1ccc(N2C(=O)/C(=C\c3cccnc3)SC2=S)cc1	12.8	-3.9	-0.9	14.8	0.852	1.7	20.1	-0.2	0.799
Cc1ccccc1C(=O)c1c[nH]c(C(=O)NCCCn2ccnc2)c1	-4.2	4.2	-2.0	8.8	0.912	-6.0	-4.7	-8.4	1.05
CCCCNC(=O)NNC(=O)COc1cccc(C)c1C	-0.4	0.5	0.0	11.2	0.888	3.9	2.8	-0.8	0.972
CC[C@@H](C(=O)n1nc(C)cc1C)[C@H](NS(=O)(=O)c1ccc(C)cc1)c1ccccc1	5.1	1.8	-2.5	-4.4	1.04	-1.6	7.0	-4.6	0.93
CC1(C)Cc2nc3sc(C(N)=O)c(N)c3cc2CO1	0.1	-1.0	-3.3	-13.8	1.14	-3.0	1.3	-2.7	0.987
COc1ccc(C2C(=O)N(C3CCCCC3)CC(=O)N2CCc2ccccc2)cc1OC (stereo not given)	-0.1	-0.7	1.2	-0.2	1	-2.1	8.7	-4.3	0.913
Cc1ccc(-n2nnnc2SCn2nnc3ccccc3c2=O)cc1	-0.2	0.1	-1.4	-4.1	1.04	-1.6	-7.5	-2.3	1.07
Cc1cc2cc(CNC(=O)c3cccc([N+](=O)[O-])c3)ccc2[nH]1	-0.7	-6.0	-1.6	4.9	0.951	-2.8	-0.4	-1.8	1
CCn1c(CN2CCOCC2)nnc1SCC(=O)Nc1ccc(C(C)=O)cc1	-1.2	-6.2	-5.3	-6.7	1.07	0.6	2.0	-1.9	0.98
COCCn1nnnc1C(c1cccs1)N1CCN(c2ccccc2)CC1 (stereo not given)	-0.9	4.0	0.1	-13.9	1.14	1.6	-0.8	15.8	1.01
Cc1ccc(OCCn2ccnc2)c(C)c1	2.5	4.5	-0.8	4.6	0.954	6.6	10.1	1.1	0.899
CCCc1nc2oc3c(OC)ncnc3c2c2c1COC(C)(C)C2	-0.5	-16.6	2.3	4.1	0.959	-0.9	-5.1	-6.3	1.05
CCCCOc1ccc(C(=O)NCc2ccncc2)cc1	1.7	-1.1	-0.8	-5.4	1.05	3.3	-6.2	0.5	1.06
CC(C)(C)NC(=O)C(c1ccncc1)N(CC1CCCO1)C(=O)Cn1nnc(-c2ccc(F)cc2)n1 (stereo not given)	1.2	-14.6	-0.7	2.0	0.98	-1.5	6.1	-8.5	0.939
Cc1ccn2cc(CCNC(=O)CC(C)(C)C)nc2c1	-2.5	2.9	5.4	-0.7	1.01	5.3	-0.3	1.0	1
COc1ccc(N2CC(C(=O)N[C@@H](CC(C)C)C(=O)NC3CCCC3)CC2=O)cc1 (stereo not given in full)	-0.5	-2.3	2.7	1.4	0.986	-1.8	-12.3	-3.0	1.12
CC(=O)Nc1ccc(S(=O)(=O)NCCC(=O)NC2CCCCCC2)cc1	-0.8	-2.8	-2.9	-2.4	1.02	-4.5	-0.1	-1.2	1
Cc1cccc(C2=NN(c3ccccc3)[C@H](CO)[C@H]2c2ccc(Cl)cc2)c1	0.1	-2.5	·	-101.2	2.01*	-1.3	·	1.2	·
CCN(Cc1ccccc1OC)CC1CCCN(CCc2cccc(OC)c2)C1 (stereo not given)	1.4	-6.8	-2.6	0.9	0.991	-6.5	9.4	-12.1	0.906
CC(=O)OC(C(=O)NCS(=O)(=O)c1ccc(C)cc1)c1cccnc1 (stereo not given)	-1.5	-3.7	-3.7	-12.0	1.12	-3.1	0.3	-8.5	0.997
O=C(Nc1ccc(-c2nc3cccnc3s2)cc1)c1ccc(Br)o1	0.2	-9.5	-0.7	-6.1	1.06	6.1	11.7	1.3	0.883
CCn1c(O)c(N=NC(=O)c2ccc(CSc3nncn3C)cc2)c2ccccc21	8.2	-10.9	1.4	-2.7	1.03	-0.6	5.3	-2.0	0.947
O=C(CN1CCN(S(=O)(=O)c2ccc3ccccc3c2)CC1)N1CCc2ccccc2C1	0.1	8.0	-4.5	2.1	0.979	1.5	-20.6	-2.9	1.21
CCOc1nc(CC)nc(NC(=O)NS(=O)(=O)c2ccccc2Cl)n1	3.0	0.0	-2.4	4.9	0.951	-8.2	-19.0	-2.6	1.19
Cc1noc(C)c1COC(=O)CCCOc1ccc(Cl)cc1Cl	-1.8	-8.0	1.3	1.0	0.99	-1.4	-9.8	-1.8	1.1
OCC1(CO)COC(CCc2ccccc2)=N1	-1.0	-1.0	1.5	-2.1	1.02	-5.1	6.0	-6.6	0.94
O=C(NCCN1CCOCC1)/C(=C/c1ccc(F)cc1)NC(=O)c1ccccc1	0.7	-3.9	3.4	-9.0	1.09	-8.1	0.0	2.2	1
O=C(Cc1ccc(F)cc1)NC(Cc1c[nH]c2ccccc12)C(=O)O (stereo not given)	2.2	-2.0	0.0	-4.2	1.04	1.0	-5.8	-0.3	1.06

Limited to APOBEC3A inh and MIN6 prolif (6 entries from above):
Molecule	APOBEC3A inh	MIN6 prolif
Cc1ccn2cc(CCNC(=O)CC(C)(C)C)nc2c1	5.3	5.4
O=C(CN1CCN(S(=O)(=O)c2ccc3ccccc3c2)CC1)N1CCc2ccccc2C1	1.5	-4.5
CC(=O)OC(C(=O)NCS(=O)(=O)c1ccc(C)cc1)c1cccnc1 (stereo not given)	-3.1	-3.7
OCC1(CO)COC(CCc2ccccc2)=N1	-5.1	1.5
CC(=O)Nc1ccc(S(=O)(=O)NCCC(=O)NC2CCCCCC2)cc1	-4.5	-2.9
CC(C)(C)NC(=O)C(c1ccncc1)N(CC1CCCO1)C(=O)Cn1nnc(-c2ccc(F)cc2)n1 (stereo not given)	-1.5	-0.7

Additional entries follow.
SMILES	MPTP inh	ATG4B inh	MIN6 prolif	mIAP inh	mIAP act	APOBEC3A inh	hIAP block	APOBEC3G inh	hIAP act
O=C(NC(=S)Nc1ncccn1)c1ccc(F)cc1	3.3	-14.9	-1.2	8.9	0.911	-3.7	7.5	-3.6	0.925
O=C(/C(=C/O)N=Nc1ccccc1)c1ccco1	0.1	2.7	-2.3	7.7	0.923	-2.1	16.5	-4.4	0.835
COc1cccc(-n2ccnc2SCC(=O)Nc2cc(OC)ccc2OC)c1	-2.8	4.1	-2.4	-11.7	1.12	-0.1	1.8	0.8	0.982
O=C(Nc1cccc(C(F)(F)F)c1)c1ccc(Cn2cc(Br)cn2)o1	23.1	-16.2	-4.5	4.5	0.955	-1.9	13.3	-3.1	0.867
CCOCCn1c(CN2CCc3ccccc3C2)nc2c1c(=O)n(C)c(=O)n2C	-0.8	0.2	0.5	-9.1	1.09	-1.3	-7.0	-9.2	1.07
Cc1ccc2cc(CCNC(=O)c3ccc(Br)o3)c(=O)[nH]c2c1	-1.5	-3.8	-2.5	1.2	0.988	1.6	2.1	-1.9	0.979
c1ccc(-c2nc(-c3nccc4ccccc34)oc2-c2ccccc2)cc1	1.8	-11.3	-5.6	5.5	0.945	2.1	5.7	2.1	0.943
COc1ccc(-c2csc(N3C(=O)C4C5c6ccccc6C(c6ccccc65)[C@@H]4C3=O)n2)cc1 (stereo not given in full)	0.5	-6.1	0.0	3.0	0.97	-0.2	9.7	-1.8	0.903
CCN1CCN(C(=O)c2cc(COc3ccc4ncccc4c3)on2)CC1	11.0	-10.0	-3.6	-3.3	1.03	9.9	-7.3	-2.4	1.07
Cc1ccccc1N1CC2=C(C1=O)C(c1ccccc1)NC(=O)N2C (stereo not given)	1.9	-1.9	-0.4	9.1	0.909	-0.3	8.7	-1.3	0.913
COC(=O)c1c(N2C(=O)Nc3ccccc3N2O)sc2c1CCCC2	1.2	0.5	0.0	4.1	0.959	-0.7	-8.0	-7.3	1.08
C/C(=N\NC(=O)CNC(=O)c1cccs1)c1ccc(Cl)c(Cl)c1	0.7	-4.3	-0.8	8.1	0.919	-0.8	-21.4	-6.6	1.21
Cc1cnc(C(=O)NC2CC(C)(C)Cc3c2cnn3-c2cccc(F)c2)cn1 (stereo not given)	-2.0	4.4	-0.5	2.2	0.978	-2.2	-7.5	-4.5	1.07
COc1ccc(-n2c(C)csc2=S)cc1	-0.7	12.1	2.7	-1.8	1.02	-1.4	1.0	1.8	0.99
COC(=O)c1ccccc1S(=O)(=O)N1CCC(C(=O)NCc2ccco2)CC1	0.0	-4.0	2.8	-2.2	1.02	-0.8	-6.0	-3.6	1.06

Entries of single compounds as entered above.
`Cc1cnc(C(=O)NC2CC(C)(C)Cc3c2cnn3-c2cccc(F)c2)cn1` (stereo not given) is entered as MPTP inh: -2.0; ATG4B inh: 4.4; MIN6 prolif: -0.5; mIAP inh: 2.2; mIAP act: 0.978; APOBEC3A inh: -2.2; hIAP block: -7.5; APOBEC3G inh: -4.5; hIAP act: 1.07
`C/C(=N\NC(=O)CNC(=O)c1cccs1)c1ccc(Cl)c(Cl)c1` is entered as MPTP inh: 0.7; ATG4B inh: -4.3; MIN6 prolif: -0.8; mIAP inh: 8.1; mIAP act: 0.919; APOBEC3A inh: -0.8; hIAP block: -21.4; APOBEC3G inh: -6.6; hIAP act: 1.21

Next section.
SMILES	MPTP inh	ATG4B inh	MIN6 prolif	mIAP inh	mIAP act	APOBEC3A inh	hIAP block	APOBEC3G inh	hIAP act
CS(=O)(=O)N1c2ccccc2[C@]2([C@@]34C[C@H]5C(=O)N[C@@H](Cc6ccccc6)C(=O)N5[C@@H]3N(S(C)(=O)=O)c3ccccc34)C[C@H]3C(=O)N[C@@H](Cc4ccccc4)C(=O)N3[C@H]12	·	-9.8	-2.2	-8.0	1.08	2.8	3.3	-2.2	0.967
Cc1ccc2nc(NC(=O)CSc3nc(=O)n(CCCN(C)C)c4c3CCC4)sc2c1	16.2	8.6	-6.4	5.3	0.947	-0.5	-2.1	-8.7	1.02
CCOc1ccccc1NC(=O)CSc1ccccc1	2.1	-0.1	-1.4	9.6	0.904	0.2	-6.0	-8.8	1.06
O=C(O)c1cccnc1SCc1cccc(Br)c1	-0.4	-5.6	-3.2	-7.7	1.08	5.9	-4.3	-2.2	1.04
O=C(Nc1ccc(CSc2ccccc2)cc1)c1ccco1	1.3	6.1	-1.9	6.4	0.936	-8.7	-15.5	-8.7	1.16
Cc1cc2c(cc1S(=O)(=O)CCC(=O)N(C)C1CCCCC1)OCC(=O)N2	-1.7	-14.9	2.5	-6.8	1.07	-1.0	11.7	-8.9	0.883
CNc1ccc(Cl)nn1	1.7	-8.8	-1.3	-1.1	1.01	4.2	-11.8	-1.5	1.12
Cc1nn(CC(=O)NCc2ccc(OC(C)C)cc2)c(=O)c2cc(-c3ccccc3)nn12	-2.6	-3.0	-1.6	4.0	0.96	-6.5	-12.3	-5.3	1.12
CN1CCN(CC(=O)Nc2cc(N(C)C)nc3ccccc23)CC1	-2.5	-15.1	2.7	-5.5	1.05	-2.4	-11.9	-5.4	1.12

Source: PubChem (Sanford-Burnham Center for Chemical Genomics)
